HT1080 viability = HT1080 cell viability loss – fluorescence readout (AID 620) | one-dose cytotoxicity, % at 10 µM; EC50 in µM for titrated hits | 87,000 compounds, 0.42% hits | HT1080 viability, fluorescence; higher % means a stronger effect; in the data active = cytotoxicity above about 50%;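 note: cells exposed to compound overnight then 4 h with Alamar Blue; 0% = vehicle DMSO and 100% = killing control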
* marks the source's active call; other numbers are inactive results.

SMILES	HT1080 viability
Cc1sc(NC(=S)NC(=O)c2ccc(C(C)(C)C)cc2)c(C#N)c1C	-4.7%
Cc1ccccc1C(=O)N1CCC(C(=O)Nc2ccc3c(c2)OCCO3)CC1	-3.6%
O=C(Nc1ccc(N2CCOCC2)c(Cl)c1)c1cc2ccccc2o1	89.6%*
O=C(NCc1ccc2c(c1)OCO2)c1ccc(CN2CCc3ccccc3C2)cc1	-11.8%
Cc1ccc(C)n1-c1sccc1C(=O)O	12.4%
Cn1c(-c2c(N)n(CCc3ccccc3)c3nc4ccccc4nc23)nc2ccccc21	-10.1%
CCOc1nnnc2c1sc1nc(N3CCOCC3)c3c(c12)CCCC3	-21.5%
O=C(NCCc1ccccc1)C(=O)NCC1CCCO1 (stereo not drawn)	1.7%
O=C1Nc2ccc(Br)cc2C1=Nc1ccc(-c2nnc3n2CCCCC3)cc1	-16.2%
CN(C)/C=C/C=C1C(=O)CCCC1=O	9.5%
COc1ccc(-c2csc(C)n2)cc1OC	-7.0%
Cc1ccc(S(=O)(=O)NCc2cccnc2)s1	-11.9%
Cc1c(/C(O)=C2\C(=O)C(=O)N(CCN(C)C)C2c2ccco2)cnn1-c1ccccc1 (stereo not drawn)	-13.9%
CCC(C)NC(=O)C1CCCCN1S(=O)(=O)c1ccc(F)cc1 (stereo not drawn)	-7.3%
COc1ccc(-c2nn(-c3ccccc3)cc2C#N)cc1	-1.2%
COc1ccc(CNc2ccc3c(c2)ncn3-c2ccccc2OC)cc1	-15.8%
Cc1nc2ccc(NC(=O)c3sccc3C)cc2s1	-12.0%
CCCCN1C(=O)/C(=C2/C=CC=CN2C)SC1=S	-2.5%
COC(=O)C1=C(N)c2c(F)cccc2C1(C#N)c1ccc(F)cc1 (stereo not drawn)	13.3%
Cc1ccc(/C=N/N2C(=S)SC(C)(C)C2N(O)C(=O)Nc2ccc([N+](=O)[O-])cc2)cc1 (stereo not drawn)	-4.5%
CCN(CC)c1nc2c(s1)C(=O)NCCC2	-14.9%
CCOc1cc(-n2ncc(C#N)c2N)nc(SC)n1	-7.0%
COc1cc(NC(=O)NS(=O)(=O)c2ccc(C)cc2)cc(OC)c1	-4.3%
CC(C)C(=O)c1cn(CC(=O)NCc2ccc3c(c2)OCO3)c2ccccc12	-13.4%

7 compounds out of the list, ordered by number of heavy atoms, rising:
SMILES	HT1080 viability
CCCCN1C(=O)/C(=C2/C=CC=CN2C)SC1=S	-2.5%
O=C(NCCc1ccccc1)C(=O)NCC1CCCO1 (stereo not drawn)	1.7%
COc1ccc(-c2nn(-c3ccccc3)cc2C#N)cc1	-1.2%
CCC(C)NC(=O)C1CCCCN1S(=O)(=O)c1ccc(F)cc1 (stereo not drawn)	-7.3%
COc1ccc(CNc2ccc3c(c2)ncn3-c2ccccc2OC)cc1	-15.8%
CC(C)C(=O)c1cn(CC(=O)NCc2ccc3c(c2)OCO3)c2ccccc12	-13.4%
Cn1c(-c2c(N)n(CCc3ccccc3)c3nc4ccccc4nc23)nc2ccccc21	-10.1%

Remaining list, next part:
SMILES	HT1080 viability
C=CCn1c(SCC(=O)Nc2nnc(CC)s2)nnc1-c1cccnc1	-11.9%
CN(C)CCNC(=O)c1ccc(-c2nn(C)c(=O)c3ccccc23)cc1	-15.3%
COc1ccc(-c2cc(C(=O)Nc3cc(C)nn3-c3ccccc3)no2)cc1	-1.6%
Cc1cccc(C(=O)NNS(=O)(=O)c2ccccc2[N+](=O)[O-])c1	-9.4%
COc1ccc(CNC(N)=O)cc1	7.4%
Cc1ccc(/C=N/Nc2ncc(Cl)cc2Cl)s1	4.1%
CCC(C)NC(=O)Cc1cn(C)c2ccccc12 (stereo not drawn)	-3.7%
COc1ccc2c(Cl)c(C(=O)NCCCn3ccnc3)sc2c1Cl	-10.2%
CC12CCC(C(=O)Nc3ncc([N+](=O)[O-])s3)(OC1=O)C2(C)C (stereo not drawn)	9.8%
O=C(Nc1ccccc1)O/N=C/c1ccccc1Cl	-14.1%
O=C(N/N=C/C1CCCCC1)c1ccccn1	-4.4%
O=C(O)c1ccc(-n2c(-c3cc(-c4ccco4)[nH]n3)n[nH]c2=S)cc1	-0.8%
Cc1nc(SCC(=O)c2cccs2)c2oc3ccccc3c2n1	1.2%
CCc1cc(OCCN2C(=O)NC(C)(C)C2=O)ccc1Cl	-12.9%
C/C(=N\OC(=O)Nc1ccc(Cl)cc1)c1ncc(C(F)(F)F)cc1N1CCOCC1	-3.6%
COc1cc(NCCCCCCCN)c2ncccc2c1	-6.5%
N#Cc1ccccc1Cn1c(=O)n(C2CCCC2)c(=O)c2ccccc21	4.1%
COC(=O)C(Cc1cnc(Cl)s1)(C(=O)OC)c1ccccc1[N+](=O)[O-]	10.8%
Cc1cc(C)n2nc(C(=O)Nc3nccs3)nc2n1	-11.0%
COc1cc(C)c(CNc2cccc(C)c2)cc1C	-15.3%
CCCOC(=O)/C(=C\c1ccc([N+](=O)[O-])o1)NC(=O)c1ccccc1	2.0%
Cc1[nH]c2ccccc2c1C(c1ccccn1)c1c(C)[nH]c2ccccc12	-4.3%
c1cc2nnnn2nc1N1CCCCCC1	-10.0%
Cc1cc2nc(-c3cccc(NC(=O)c4ccc(Br)o4)c3)oc2cc1C	-2.1%
CCCCOc1ccc(-c2nc(=S)[nH][nH]2)cc1	8.2%
CCOc1ccc(NC(=O)C2CCCN(C(=O)Nc3ccccc3)C2)cc1 (stereo not drawn)	0.0%
CCn1c(SCC(=O)Nc2cc(C)on2)nnc1-c1ccc(S(=O)(=O)N2CCN(C)CC2)cc1	5.1%
c1ccc(C(c2nnnn2C2CCCC2)N2CCN(c3nc4ccccc4s3)CC2)cc1 (stereo not drawn)	-6.1%
CCSc1nc(C2CC2)cc(-c2ccco2)c1C#N	-5.0%
CCCCNC(=O)Nc1nnc(-c2ccc(OCC)cc2)o1	36.6%
COC(=O)C1=C(N)Oc2cc(C)n(CC3CCCO3)c(=O)c2C1c1ccc(Cl)c(Cl)c1 (stereo not drawn)	-1.7%
Cc1ccc(NC(=O)C2=C(O)CCn3c2nc2ccccc23)cc1	36.7%
O=C(COc1ccc(S(=O)(=O)NC2CCCCC2)cc1)N1CCN(c2cccc(Cl)c2)CC1	3.6%
CCOC(=O)C1CCN(C(=O)C(C)Sc2ccc(Cl)cc2)CC1 (stereo not drawn)	-4.1%
COc1ccc(C2C(C#N)=C(/N=C/N3CCOCC3)OC3=C2C(=O)CC(C)(C)C3)cc1OC (stereo not drawn)	-4.1%
CCCn1c(SCC(=O)Nc2sc(C)c(C)c2C#N)nnc1C(C)C	1.4%
CCOC(=O)Cc1csc(NC(=O)CC(C)(C)C)n1	1.5%
CCCCOc1ccc(-n2nc(C)cc2C)nn1	7.6%
COc1ccc(NC(=O)Cn2nc(C(F)(F)F)c3c2CCCC3)cc1OC	-1.5%
CC(C)CC(=O)NS(=O)(=O)c1ccc(N)cc1	-4.4%
c1ccc(-c2cnnc(N3CCOCC3)n2)cc1	-16.9%
Cc1cc(NC(=O)CSc2nc3ccccc3s2)no1	-9.9%
CCN(CC)CCN1C(=O)c2ccccc2NC1c1ccc(C)cc1 (stereo not drawn)	-3.5%
O=S(=O)(NCc1ccccc1)c1cccc2cccnc12	12.8%
CCCCC(=O)N/N=C/c1ccc(Sc2cccc3cccnc23)o1	-10.7%
CCOC(=O)c1ccccc1NC(=O)c1ccc(F)cc1	-4.8%
CC(C)(C)n1nnnc1C(c1cccs1)N1CCN(C(=O)c2ccco2)CC1 (stereo not drawn)	-4.6%
Oc1ccc(C2Nc3cccc4cccc(c34)N2)c(O)c1	5.8%
COc1cccc(NC(=O)Cn2cc(C#N)c3ccccc32)c1	-0.9%
COc1ccc2nc(-c3cccc(N)c3)[nH]c2c1	33.4%
O=C(CN(Cc1cccs1)C(=O)CNS(=O)(=O)c1ccc(Cl)cc1)NCc1ccco1	-3.1%
CN1CCN(C2=Cc3cc(Cl)ccc3Sc3cc(F)ccc32)CC1	-8.8%
Cc1nn(CC2CCCCC2)c(N)c1-c1ccccc1	-10.9%
COc1cc2c(cc1OC)C1=C(C#N)CC/C(=N\S(=O)(=O)c3cccc(Cl)c3)N1CC2	-7.5%
CC(=O)c1c(N2CCOCC2)nc(=S)n(-c2ccc([N+](=O)[O-])cc2)c1C	-2.5%
COC(=O)c1ccc(C(NC(=O)OCc2ccccc2)/C(I)=C/[C@@H](C)C(=O)O)cc1 (stereo partly drawn)	-24.5%
O=C(O)[C@H](CO)Nc1ncnc2sc3c(c12)CCC3	-2.5%
CCSc1ncnc2c1sc1nc(-c3ccco3)c3c(c12)CC(C)(C)OC3	-9.1%
C=CCn1c(SCc2ccc3c(c2)OCO3)nc2scc(-c3ccco3)c2c1=O	16.7%
COc1cc(N2CCCC2)c(OC)cc1/C=C(/C#N)c1cccc(F)c1	-5.6%

Continued:
SMILES	HT1080 viability
Cn1c(SCC(=O)Nc2ccccc2)nnc1-c1ccc(NC(=O)CCc2ccccc2)cc1	-13.6%
CC(C)(Oc1ccc(Cl)cc1)C(=O)Nc1ccncc1	-17.4%
O=C(NC(=S)N1CCCCC1)c1cccnc1	6.0%
CC(C)CC(=O)Nc1ccc(Oc2ccc(NC(=O)CC(C)C)cc2)cc1	8.4%
Cc1ccc(NC(=S)NCc2cccn2C)cc1	-15.5%
COc1ccc(S(=O)(=O)CCC(=O)NCCc2cccc(C)c2)cc1	-15.9%
CCOC(=O)c1c(C=O)c(C)n(Cc2ccccc2)c1C	-1.5%
c1ccc(CSC2=NCCCN2)cc1	-7.5%
COc1ccc(N2CCN(C(=O)CCCn3c(=O)[nH]c4cc(Cl)ccc4c3=O)CC2)cc1	19.0%
Cc1ccc(Oc2cc(-n3nc(C)cc3C)ncn2)cc1	-3.6%
C(=N\n1cnnc1)/c1cccn1-c1ccccc1	-15.5%
COc1ccc(CCNC(=O)Cn2nnc(-c3ccc(N(C)C)cc3)n2)cc1OC	-11.2%
COc1ccc(-c2csc(NC(=O)C3CCCCN3S(=O)(=O)c3ccccc3)n2)cc1 (stereo not drawn)	-5.5%
O=C(Nc1ccc(F)cc1)c1nsc(Cl)c1Cl	-7.9%
CCOC(=O)CSc1nc2ccccc2c(=O)n1CC1CCCC1	7.4%
Cc1cccc(NS(=O)(=O)c2cc(C(=O)N3CCN(C)CC3)ccc2C)c1	-3.1%
CN(C)CC#CCCCCCCC#CCN(C)C	-2.6%
O=C(Nc1ccc(O)cc1)C1CCCO1 (stereo not drawn)	-5.1%
COc1ccccc1CNC(=O)C(CCSC)NC(=O)C1CCC(C)CC1 (stereo not drawn)	-6.1%
Cc1ccc(S(=O)(=O)/N=C2/C=C(C3C(=O)CC(C)(C)CC3=O)C(=O)c3ccccc32)cc1	-43.5%
CC(C)(C)NC(=O)NC(=O)CSc1nnc2ccccn12	-8.1%
Cc1cc2ncn(C(=O)N3CCC(C)CC3)c2cc1C	-5.1%
CCOc1ccc(NC2C=CS(=O)(=O)C2)cc1 (stereo not drawn)	-4.9%
Cc1ccc(OCC(=O)n2nc(C)cc2C)c(C)c1	-7.5%
O=C(CSc1nnc(COc2ccccc2F)n1-c1ccccc1)NCc1ccco1	-3.9%
CCc1nnc(NC(=O)c2ccc(-c3ccc(Cl)cc3)o2)s1	18.1%
CSc1cccc(NC(=O)Nc2ccc(Cl)cc2)c1	-2.0%
CCOC(=O)N1CCN(C(=O)C2CCCN(S(=O)(=O)c3ccccc3)C2)CC1 (stereo not drawn)	6.0%
O=C(O)CCCNS(=O)(=O)c1ccccc1	1.2%
O=C(NC1=NCCS1)c1ccc(Br)s1	-9.8%
COc1cc(C2NC(=O)NC(C)=C2C(=O)OC(C)C)ccc1OC(=O)c1ccco1 (stereo not drawn)	-11.8%
CCCN(CCC)C(=O)CC(c1ccccc1)c1cc(C)ccc1O (stereo not drawn)	8.1%
COC(=O)CSc1nnc(C)n1-c1ccc(C)cc1	-12.6%
COc1cc2[nH]c(=O)n(CCCCCC(=O)N3CC=C(c4ccccc4)CC3)c(=O)c2cc1OC	-4.1%
COc1ccc(NC(=O)c2cccs2)cc1NC(=O)c1ccco1	-6.3%
COC(=O)CNC(=O)C1(C)C=CCN1C(=O)c1ccccc1 (stereo not drawn)	-23.1%

Some of the entries so far, field by field.
> O=C(N/N=C/C1CCCCC1)c1ccccn1
  HT1080 viability = -4.4%
> O=C(O)c1ccc(-n2c(-c3cc(-c4ccco4)[nH]n3)n[nH]c2=S)cc1
  HT1080 viability = -0.8%
> Cc1nc(SCC(=O)c2cccs2)c2oc3ccccc3c2n1
  HT1080 viability = 1.2%

Following part.
SMILES	HT1080 viability
Cc1ccc(NC(=O)c2csnn2)c(C)c1	12.7%
O=C1CC(NNC(=O)c2ccccc2)C(=O)N1 (stereo not drawn)	-9.9%
Cc1cccc(C)c1NC(=O)CSc1nnc(-c2ccco2)c(-c2ccco2)n1	-17.8%
CCCCOC(=O)Nc1ccc2c(C)cc(=O)oc2c1	8.1%
COc1ccccc1C(c1nnnn1Cc1ccco1)N1CCN(c2cccc(C)c2C)CC1 (stereo not drawn)	-1.9%
CCC(=O)c1ccc(N2CCCC2)c(F)c1	-12.6%
O=C(Nc1ccc(N2CCCC2)c(Cl)c1)c1ccc2c(c1)OCCO2	24.4%
CCN(CC)CC(C)OC(=O)c1cc(OC)c(OC)c(OC)c1 (stereo not drawn)	10.6%
CCc1ccc2[nH]c(=O)c(CN(Cc3ccccc3OC)C(=O)Nc3ccccc3OC)cc2c1	11.6%
CCOC(=O)c1cc2nc(-c3ccco3)cc(C(F)(F)F)n2n1	8.1%
CC1=C(C(=O)Nc2ccccc2)C(c2cccc([N+](=O)[O-])c2)Nc2nc3ccccc3n21 (stereo not drawn)	30.2%
O=C(CSCc1cccc(CSCC(=O)Nc2ccccc2)n1)Nc1ccccc1	-2.0%
O=C(CN1CCCCC1)N1c2ccccc2CCc2ccccc21	1.6%
O=S(=O)(N/N=C/c1ccc(Cl)cc1)c1ccc(Cc2ncc(C(F)(F)F)cc2Cl)s1	-1.0%
NC(=O)c1sc2nc3c(c(-c4ccccc4)c2c1N)CCC3	-9.8%
O=C(NCc1ccccc1Cl)c1cnccn1	-1.9%
Cc1ccc(C)c(NC(=S)c2ccccn2)c1	-11.1%
O=C(O)CSCc1ccc(C(=O)O)o1	-0.5%
COC(=O)CCCCCN1C(=O)NC(c2ccccc2)C(C(=O)OCc2ccccc2)=C1C (stereo not drawn)	-21.8%
Fc1ccccc1CSc1ncn[nH]1	8.1%
CC(C)(C)CC(C)(C)c1ccc(O)c(CN2CCN(CCC#N)CC2)c1	21.3%

Not all compounds are listed; the hit share may differ from the screen's.
